Compound activity: PubChem BioAssay, The Scripps Research Institute Molecular Screening Center
PAFAH2 inh = inhibitors of human PAFAH2; recombinant PAFAH2, FP-rhodamine activity probe, fluorescence polarization; inhibition, % at 3.39 µM; hit rate 0.99% among 340,000; AID 492956;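 active = inhibition above the mean over all tested compounds plus 3 SD, cut at about 30% in these data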;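 note: inhibitors block probe labeling of enzyme so polarization drops; 0% = enzyme with DMSO and 100% = wells lacking PAFAH2 protein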
PAFAH1B2 inh = PAFAH1B2 (human) inhibition; inhibition, % at 3.39 µM; P68402; recombinant PAFAH1B2, FP-rhodamine activity probe, fluorescence polarization; hit rate 1.2% among 340,000;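 active = inhibition above the mean of all tested compounds plus 3 SD, cut at about 24% in these data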;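 note: 0% = enzyme with DMSO and 100% = wells lacking PAFAH1B2; many of its hits are not listed in these tables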
Target sequence (P68402 whole entry, looked up): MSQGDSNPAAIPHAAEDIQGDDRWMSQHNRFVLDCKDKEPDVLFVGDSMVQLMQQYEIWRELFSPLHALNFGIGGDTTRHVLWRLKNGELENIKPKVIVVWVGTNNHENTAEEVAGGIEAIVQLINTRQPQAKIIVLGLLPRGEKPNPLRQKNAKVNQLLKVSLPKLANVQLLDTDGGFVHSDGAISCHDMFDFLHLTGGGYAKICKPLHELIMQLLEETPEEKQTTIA
EBNA-1 inh = blocks EBNA-1 binding to DNA. EBNA-1 DNA binding, fluorescence polarization. hit rate 0.34% among 300,000. AID 1950. inhibition, % at 14.8 µM; in the data active = inhibition above about 28%
pPAFAH FP inh = pPAFAH (human) enzyme inhibition | hit rate 1.5% among 330,000 | recombinant pPAFAH, FP-rhodamine probe fluorescence polarization | inhibition, % at 3.39 µM | Q13093;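 active = inhibition above the mean inhibition across the screen plus 3 SD, cut at about 25% in these data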;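 note: inhibitors block binding of the rhodamine activity-based probe so polarization drops; 0% = enzyme with DMSO and 100% = wells lacking pPAFAH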
Target sequence (Q13093 whole entry, looked up): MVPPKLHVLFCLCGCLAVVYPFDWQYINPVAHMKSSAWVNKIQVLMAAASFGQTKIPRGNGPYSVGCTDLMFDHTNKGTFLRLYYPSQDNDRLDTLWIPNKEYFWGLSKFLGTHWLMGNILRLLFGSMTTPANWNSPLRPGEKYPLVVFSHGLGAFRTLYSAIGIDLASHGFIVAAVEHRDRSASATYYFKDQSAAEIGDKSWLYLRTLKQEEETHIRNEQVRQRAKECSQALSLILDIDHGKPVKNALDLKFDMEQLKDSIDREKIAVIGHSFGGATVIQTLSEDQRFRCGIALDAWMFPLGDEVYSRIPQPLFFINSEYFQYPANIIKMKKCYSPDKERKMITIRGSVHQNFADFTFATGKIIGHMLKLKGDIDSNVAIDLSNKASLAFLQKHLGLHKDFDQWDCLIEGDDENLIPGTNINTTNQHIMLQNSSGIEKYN
ZTA DNA inh = ZTA (EBV) inhibition in EBNA-1 counter-screen; P03206; ZTA-DNA binding, fluorescence polarization; inhibition, % at 11 µM; hit rate 0.15% among 320,000; AID 2234; in the data active = inhibition above about 33%
LYPLA2 inh = LYPLA2 (human) inhibition in PME1 counter-screen. AID 2177. hit rate 0.38% among 320,000. O95372. inhibition, % at 5.9 µM. recombinant LYPLA2, FP-Rh probe fluorescence polarization;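 active = inhibition above the screen-wide mean plus 3 SD, limit set per campaign, cut at about 26% in these data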;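 note: 0% = LYPLA2 with DMSO and 100% = wells lacking LYPLA2 enzyme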
LYPLA1 inh = counter-screen for PME1 inhibitors: inhibitors of human LYPLA1. O75608. AID 2174. inhibition, % at 5.9 µM. recombinant LYPLA1, FP-Rh probe fluorescence polarization. hit rate 0.16% among 320,000;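 active = inhibition above the mean of all tested compounds plus 3 SD, set per campaign, cut at about 14% in these data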;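 note: inhibitors block serine hydrolase probe labeling of LYPLA1 so polarization falls; 0% = enzyme with DMSO and 100% = wells lacking LYPLA1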
Target sequence (O75608 whole entry, looked up): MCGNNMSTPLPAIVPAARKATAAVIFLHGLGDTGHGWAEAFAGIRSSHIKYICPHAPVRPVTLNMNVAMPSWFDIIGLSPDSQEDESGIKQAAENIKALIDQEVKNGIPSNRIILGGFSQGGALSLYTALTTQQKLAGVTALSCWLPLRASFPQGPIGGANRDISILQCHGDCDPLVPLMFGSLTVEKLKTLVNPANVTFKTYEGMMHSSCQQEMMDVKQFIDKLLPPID
PREPL inh = inhibits the human prolyl oligopeptidase-like enzyme; Q4J6C6; inhibition, % at 5.96 µM; recombinant PREPL, fluorescence polarization activity-based probe; AID 2751; hit rate 0.68% among 320,000; in the data active = inhibition above about 43%;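 note: 0% = enzyme with DMSO and 100% = wells lacking enzyme; many of its hits are not listed in these tables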
PAFAH1B3 inh = blocks human PAF acetylhydrolase 1B catalytic subunit 3; Q15102; recombinant PAFAH1B3, FP-rhodamine probe, fluorescence polarization; inhibition, % at 3.39 µM; hit rate 0.28% among 340,000; AID 492972;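 active = inhibition above the screen-wide average of all tested compounds plus 3 SD, cut at about 25% in these data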;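 note: 0% = enzyme with DMSO only and 100% = wells lacking PAFAH1B3 protein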
Starred values were filed as active, the others as inactive; i = inactive; / = no result given. This is a subset (hit frequency here may not be typical).

SMILES	PAFAH2 inh	PAFAH1B2 inh	EBNA-1 inh	pPAFAH FP inh	ZTA DNA inh	LYPLA2 inh	LYPLA1 inh	PREPL inh	PAFAH1B3 inh
COc1ccc(CNC(=O)CSc2nc3cccnc3s2)cc1	1	5	-6	4	-19	0	1	-2	2
COc1cc(C2c3[nH]c4ccccc4c3CCN2Cc2cn(C)nc2C)ccc1F (stereo unspecified)	-3	2	-8	2	4	-10	0	12	16
CC(=O)C1C(=O)CC(C)(O)C(C(C)=O)C1c1ccccc1 (stereo unspecified)	1	2	2	4	-1	1	-1	-1	15
COC(=O)Nc1ccc(=O)n(Cc2c(Cl)cccc2Cl)c1	6	-2	9	5	11	-5	2	-6	4
COc1cc(-c2cc(=O)c3c(O)c(OC)c(OC)c(O)c3o2)ccc1O	7	6	5	26*	4	-1	-2	12	25
O=C(Cn1nnc(-c2ccccc2NC(=O)c2ccccc2F)n1)NCc1ccco1	-4	2	14	-1	16	-2	-2	-11	-1
O=C(c1ccccc1)N1CCN(C(=O)C2CC2)CC1	-2	3	-11	3	7	-6	-4	-2	-1
O=C(COC(=O)COc1ccccc1[N+](=O)[O-])Nc1ccc2c(c1)OCO2	9	6	/	11	/	/	/	17	6
CCN(CC)S(=O)(=O)c1cccc(-c2nnc(SCC(=O)c3cc(C)n(C4CC4)c3C)o2)c1	-8	-2	-2	-1	-14	1	-5	-2	-1
N#CC1C(C#N)N2CCCN2C1c1ccc(Cl)cc1 (stereo unspecified)	13	4	16	3	5	4	1	0	6
COc1ccc(C(=O)OCCc2sc[n+](CC(=O)c3ccccc3)c2C)cc1	-1	7	9	4	-7	2	1	26	1
Cc1cc(C(F)F)n2nc(C(=O)Nc3cccc(S(=O)(=O)N4CCOCC4)c3)nc2n1	-4	-1	-6	1	2	2	0	7	13
CN1C(=O)[C@H]2[C@@H](C3CC3)N3C(=O)CN(Cc4ccccn4)C(=O)[C@@]3(Cc3ccccc3)[C@H]2C1=O	-3	8	13	1	25	1	1	1	5
COc1ccc(-n2c(COc3ccc(C)cc3)nnc2SCc2ccc(C#N)cc2)cc1	-3	6	15	0	7	-1	-5	-20	-3
OCCNc1nc(Nc2ccc(Br)cc2)nc2ccccc12	/	/	-4	6	-19	-5	-4	18	/
COc1cc(/C=C/C(=O)Nc2nnc(C(C)(C)C)s2)cc(OC)c1OC	-8	-1	-6	0	-10	-5	-4	6	1
O=C(N/N=C/c1ccc([N+](=O)[O-])cc1)c1cc(C2CC2)nc2ccccc12	-1	4	-6	6	-6	4	2	5	-1
Cc1cc(C)nc(NC2=NCC(=O)N2c2ccccc2)n1	7	-1	-2	2	5	0	0	8	-2
COc1ccc(CC2C(=O)OC(C)(C)OC2=O)c(Cl)c1OC	5	-1	-4	4	-9	7	-1	7	5
CC1(C)Cc2c(sc3c2c(N)nc(=S)n3Cc2ccccc2)CO1	/	/	-5	0	1	-2	-3	1	/
CN1/C(=C\C=C2/SC(=S)N(CC(=O)O)C2=O)C(C)(C)c2ccccc21	-424	-294	2	-230	2	i	-334	i	-496
Cc1ccc(-c2cccc(-c3cc(=O)oc4ccc(C(C)(C)C)cc34)c2)cc1	-1	0	/	-1	/	/	/	/	-1
O=C(Nc1ccc(Cl)cc1)ON=C1CCCC1	-8	3	-2	1	-14	-4	-5	15	3
CC1CCCN(C(=O)CCS(=O)(=O)c2ccc3c(c2)NC(=O)C(C)S3)C1 (stereo unspecified)	3	4	8	1	-2	3	-5	22	4
CCCCn1c(=NC(=O)c2ccco2)c(C(=O)OCC)cc2c(=O)n3ccccc3nc21	-14	5	-5	5	4	0	-1	1	7
Cc1nn(Cc2ccc(C(=O)NN)cc2)c(C)c1Cl	4	0	-7	0	-7	-8	-5	1	15
CC1CN(c2ncnc3c2cnn3-c2ccc(Cl)cc2)CC(C)O1 (stereo unspecified)	-1	3	-1	-15	-6	-2	-5	10	9
CN(CCOc1ccccc1)C(=O)C1CCN(C(=O)c2ccc(F)cc2)CC1	-3	7	-3	-2	-16	2	0	14	18
CCNS(=O)(=O)c1ccc(Br)c(C(=O)OC(C)C(=O)NCC2CCCCC2)c1 (stereo unspecified)	10	4	/	3	0	-2	-4	15	-6
O=C(N/N=C/c1ccc([N+](=O)[O-])o1)c1cc(-c2cccc(Br)c2)nc2ccccc12	0	-1	-10	19	-7	-3	-16	10	8

Among those listed so far, these contain a cyano group:
SMILES	PAFAH2 inh	PAFAH1B2 inh	EBNA-1 inh	pPAFAH FP inh	ZTA DNA inh	LYPLA2 inh	LYPLA1 inh	PREPL inh	PAFAH1B3 inh
N#CC1C(C#N)N2CCCN2C1c1ccc(Cl)cc1 (stereo unspecified)	13	4	16	3	5	4	1	0	6
COc1ccc(-n2c(COc3ccc(C)cc3)nnc2SCc2ccc(C#N)cc2)cc1	-3	6	15	0	7	-1	-5	-20	-3

(cont.)
SMILES	PAFAH2 inh	PAFAH1B2 inh	EBNA-1 inh	pPAFAH FP inh	ZTA DNA inh	LYPLA2 inh	LYPLA1 inh	PREPL inh	PAFAH1B3 inh
C=CCn1c(SCC(=O)N2CCOCC2)nc2sc3c(c2c1=O)CCCC3	1	3	5	-2	3	4	1	18	7
CCOC(=O)[C@@H]1[C@H]2COc3ccccc3[C@@H]2N2C(=O)N(c3ccc(C)cc3)C(=O)[C@@]12C	3	7	/	5	/	/	/	-78	13
Cc1[nH]c2ccccc2c1/C=N/NC(=S)NC(C)C	4	-1	-6	10	9	9	2	14	6
CCCCn1c(=S)[nH]c2ncccc2c1=O	-7	8	2	5	-10	16	7	13	8
CCOC(=O)c1c(CN2CCN(CCO)CC2)n(-c2ccccc2)c2cc(Br)c(O)cc12	2	2	-2	-2	-8	1	1	3	2
CCCSc1ccc([C@@H]2[C@@H]3C(=O)N(CC)C(=O)[C@@H]3[C@]3(C(=O)OC)CCCCN23)cc1OC	8	0	/	-2	/	/	/	16	11
CC(=O)c1sc(NC(=O)c2cc(S(=O)(=O)N3CCOCC3)ccc2F)nc1C	9	6	/	-3	-1	6	4	12	10
O=C(N/C(=C/c1ccc(Cl)cc1)C(=O)N1CCCC1)c1ccccc1	2	3	-1	0	14	-4	-3	7	7
Cc1cccc(C(=O)NC2CCN(C(=O)NCc3ccccc3)CC2)c1	4	-1	6	-2	3	9	5	-1	-6
CCOCCCn1c(SCC(=O)NCc2ccc3c(c2)OCO3)nc2ccccc2c1=O	4	5	-13	-8	16	-1	4	6	0
CS(=O)(=O)N1CCN(c2ccccc2NC(=O)c2ccc(-c3ccc(Cl)cc3Cl)o2)CC1	-5	-2	8	-2	5	-1	-4	10	3
CCN1CC(CN(C)Cc2nc(COc3ccccc3)no2)CC1=O (stereo unspecified)	0	0	-6	-8	-7	5	-3	12	5
COC(=O)c1ccc(C(=O)N(CCN(C)C)c2nc3c(Cl)cccc3s2)cc1	-2	2	-5	5	-8	10	2	4	6
COc1ccc(CCN(C(=O)C(F)(F)F)C(C(=O)NC2CCCC2)c2cccs2)cc1 (stereo unspecified)	4	0	11	1	-8	-5	-5	17	9
CN1C(=O)/C(=C/c2coc3ccc(O)cc3c2=O)SC1=S	-7	-5	3	1	-6	-9	-5	-1	-20
CCn1nc(C(=O)N2CCN(Cc3ccc4c(c3)OCO4)CC2)c2ccccc2c1=O	0	11	15	4	-5	7	4	16	11
CCC(=O)n1nc(-c2ccc(Cl)cc2)nc1N	0	4	-5	4	16	-3	-4	-3	5
CC(C)(C)Nc1c([N+](=O)[O-])c(=O)sc2ccccc12	4	-1	-16	0	3	-5	0	3	8
C=CCNc1nnc(Cc2ccc(C(C)C)cc2)c(=O)[nH]1	-3	4	4	0	-4	12	-2	-6	-2
O=C(COC(=O)/C=C/c1ccc([N+](=O)[O-])cc1)NCc1ccc2c(c1)OCO2	2	1	0	7	3	-3	-1	-4	5
CCC1(O)c2ccccc2-c2ncccc21 (stereo unspecified)	2	2	8	3	21	0	3	-3	3
Cn1ccsc1=NC(=O)c1cccc(C#N)c1	2	7	-15	0	11	2	0	5	8
CC1CCCN(CCCNC(=O)C2CCN(S(=O)(=O)N3CCC4(CC3)OCCO4)CC2)C1 (stereo unspecified)	1	-3	2	0	-1	2	0	-5	-1
CC1CCc2sc(C(=O)OCC(=O)NC(N)=O)cc2C1 (stereo unspecified)	3	-3	10	2	3	-2	-3	3	-3
N#CCCNc1c(Cl)cc(Cl)cc1C(=O)O	-2	4	8	4	13	2	-4	2	15
COc1ccc(CC(=O)OCC(=O)NC2CC2)cc1	3	2	/	6	-3	-2	0	0	3
CC1(C)Cc2c(cnn2-c2ccccc2)C(NC(=O)CCc2ccncc2)C1 (stereo unspecified)	-1	2	-6	-5	2	-6	-5	1	4
O=C1NCCC/C1=N/Nc1cc(F)ccc1F	1	4	-5	6	-3	-1	0	-10	4
O=C(Cn1cnc2ccccc21)N1CCc2ccccc21	-7	-3	-2	9	0	6	3	5	-4
COc1cccc(CN2CCN(C(=O)c3ccco3)CC2)c1OC	-4	3	-4	-2	-4	-9	-6	-3	0
Cc1cccc(NC(=O)Cn2nnc(-c3ccc(CN4CCCC4)cc3)n2)c1C	-7	2	-16	5	-2	-7	-4	3	-1
CCCCS/C(=C(/C#N)C(N)=O)c1cc2c([nH]1)CCCC2	-1	7	7	3	-8	5	0	15	10
Cc1ccc(NC(=O)CCN2CCC(Cc3ccccc3)CC2)cc1	9	3	-1	3	-5	4	3	-6	4
CCOC(=O)c1ccc(NC(=O)C(=O)NCc2ccccn2)cc1	-2	2	-1	6	-2	-3	1	-1	-7
CC(C)c1ccc2oc(=O)cc(CN3CCN(c4ccccc4)CC3)c2c1	2	5	-4	11	0	3	2	1	4
CC1=C[C@H](C)[C@H](c2c(F)cccc2Cl)CC1=O	-3	6	1	-5	7	-8	0	7	5
CCCc1cc(C(=O)NCc2cccnc2)no1	-8	0	-11	0	-20	2	2	6	6
Cc1cccc(NC(=O)c2nc[nH]c2C(=O)Nc2cccc(C)c2)c1	2	-1	-1	-1	3	-6	-1	5	1
CC(=O)Nc1ccccc1C(=O)C(=O)Nc1ccc(F)c(Cl)c1	11	4	18	6	19	-1	-2	3	11
O=C1CSC(=Nc2ccc(O)cc2)N1	-5	5	8	1	7	5	0	8	9
COc1ccccc1N(CC(=O)NCc1ccccc1)C(=O)CCC(=O)Nc1nccs1	0	-1	-1	6	6	0	0	-1	1
CC1CC(C)(C)NC(=S)S1 (stereo unspecified)	5	3	10	3	19	-14	-4	-5	5
O=C(CN1CCCCCC1)Nc1ccc(Br)cn1	-6	2	6	8	11	-1	3	7	5
O=C(c1cc(C2CC2)nn1-c1ccccc1)N1CCN(c2ncc(C(F)(F)F)cc2Cl)CC1	0	1	/	1	3	0	5	14	2
CCCCc1ccc(NC(=O)COc2ccc(C(=O)Nc3ccccc3OC)cc2)cc1	/	/	-3	7	0	13	2	0	/
COCCN1C=C(C(=O)OC)C(c2ccccc2C(F)(F)F)C(C(=O)OC)=C1	-2	-1	2	4	-12	8	1	4	0
O=C(CC1Sc2ccccc2NC1=O)NNC(=O)Nc1ccc(Cl)cc1 (stereo unspecified)	-9	1	4	-7	14	-5	-7	-24	-6
Cc1cccc(NC(=O)CSCC(=O)N(C)CC(=O)Nc2cccc(F)c2)c1	3	1	-2	4	-1	13	5	-2	4
CCC(C)NC(=O)/C=C/c1cccs1 (stereo unspecified)	0	1	-1	-3	0	-4	0	17	-2
Cc1cc(NC(=O)Cn2cnc3c(nnn3-c3ccc(C)c(Cl)c3)c2=O)no1	-6	2	1	1	-5	6	3	14	6
CCc1ccc(-c2cc(C(=O)NN3CCN(C)CC3)c3ccccc3n2)cc1	-6	1	-8	-9	2	-1	-1	5	8
